Tau fluor counter: counter-screen for tau fibril formation inhibitors; tau K18 P301L Alexa594 fluorescence, heparin fibrillization; Potency, µM (series often up to 57.7 µM), for inactives: at the top dose activity change, negative = decrease; hit rate 0.93% among 280,000; note: % is set by controls: 0 for no effect and ±100 for the full control effect; nearly all actives have a fitted effect of over 55% in size
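Human tau K18 P301L (15 uM unlabeled, 0.24 uM Alexa 594-labeled) in 100 mM sodium acetate pH 7 with 20 uM heparin, 6 hr at 37 C. ThT 30 uM added, 1 hr ambient; Alexa 594 FP and total fluorescence read at 555/632 nm.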
Tau FP inhib: tau fibrillization inhibition (FP) | P10636 | K18 P301L tau heparin fibrillization, Alexa594 FP, 6 h | Potency, µM (titrated, usually from 57.7 µM), without a hit: at the highest dose activity, negative = inhibition, usual class: inhibitors | hit rate 0.39% among 280,000 | AID 1468; note: % is set by controls: 0 for no effect and ±100 for the full control effect; nearly all actives have a fitted effect of over 55% in size
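Heparin (20 uM) drove fibril formation of recombinant tau K18 P301L, 15 uM unlabeled with 0.24 uM Alexa 594 label, for 6 hr at 37 C in 100 mM sodium acetate pH 7. Fluorescence polarization (555/632 nm) read 1 hr after 30 uM ThT.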
TRb-SRC2 inh: inhibitors of human thyroid hormone receptor beta-SRC2 interaction | AID 1469 | TRbeta-SRC2 peptide binding, fluorescence polarization; receptor liganded with 1 µM T3 | P10828 | Potency, µM (top dose mostly 106 µM), for inactives: at the top dose activity change, negative = inhibition, usual class: inhibitors | hit rate 0.065% among 280,000;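 note: plate controls were bound peptide for no effect and peptide without receptor for full effect; nearly all actives have a fitted effect of over 50% in size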
Target sequence (P10828 whole entry, looked up): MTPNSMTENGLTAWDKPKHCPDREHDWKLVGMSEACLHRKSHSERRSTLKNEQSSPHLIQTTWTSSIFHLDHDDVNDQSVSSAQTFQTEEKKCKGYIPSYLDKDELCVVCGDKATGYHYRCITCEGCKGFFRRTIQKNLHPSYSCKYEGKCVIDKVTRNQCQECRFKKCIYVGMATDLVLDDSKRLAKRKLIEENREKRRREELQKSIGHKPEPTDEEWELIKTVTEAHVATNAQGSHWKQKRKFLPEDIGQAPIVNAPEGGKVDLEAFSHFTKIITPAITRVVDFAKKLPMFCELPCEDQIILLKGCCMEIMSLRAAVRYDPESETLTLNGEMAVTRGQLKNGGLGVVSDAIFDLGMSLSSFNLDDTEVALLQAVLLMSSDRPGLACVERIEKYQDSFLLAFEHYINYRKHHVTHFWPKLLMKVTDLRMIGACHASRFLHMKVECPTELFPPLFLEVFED
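Polarization signal, normalized between peptide-alone and full complex controls, measured compound effects on T3-liganded human TRb LBD (0.6 uM) binding 20 nM Texas Red SRC2 peptide after 5 hr.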
L3MBTL1 block: blocks human L3MBTL1. Potency, µM (highest dose often 57.1 µM), without a hit: top-dose activity, negative = inhibition, actives largely listed as inhibitors. hit rate 0.66% among 230,000. AlphaScreen L3MBTL1–H3K9me1 peptide binding. AID 485360; note: % is set by controls: 0 for no effect and ±100 for the full control effect; nearly all actives have a fitted effect of over 60% in size
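AlphaScreen assay: L3MBTL1 (50 nM final) was preincubated 30 min at room temperature with biotinylated H3(1-15)K9me1 peptide (75 nM final), then 30 min with library compounds; streptavidin donor and nickel chelate acceptor beads (10 ug/mL final) added, 30 min dark.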
Tau ThT inhib: tau fibrillization inhibition (ThT binding); P10636; recombinant tau K18 P301L (four-repeat tau fragment), heparin-induced fibrillization, ThT fluorescence; Potency, µM (highest dose often 57.4 µM), for the others: at the top dose activity, negative = inhibition, usual class: inhibitors; hit rate 2.1% among 270,000; AID 1460; note: % is set by controls: 0 for no effect and ±100 for the full control effect; nearly all actives have a fitted effect of over 55% in size
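Aggregation was driven by heparin (20 uM final) acting on recombinant tau […] bearing P301L in 100 mM sodium acetate pH 7; fibrils were detected with Thioflavin T.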
HTT cytoprotect: cytoprotection in Huntington HTT-Q103 PC12 cell model; PC12 HTT-Q103 induced, cytoprotection, ATP luminescence, 40 h; Potency, µM (series often up to 56.4 µM), for inactives: cytoprotection (ATP increase), most hits filed as activators; hit rate 0.14% among 230,000;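 note: % of control where 0% means no effect; nearly all actives have a fitted effect of over 45% in size; toxic huntingtin expression switched on by the ecdysone agonist tebufenozide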
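Rat PC12, Q103 Htt exon1-GFP fusion, ecdysone promoter; tebufenozide inducer 100 nM final; compound titration; qHTS, 1500 cells/well; ATPlite luminescent read.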
RECQ1 inh: blocks DNA unwinding by human RECQ1 | P46063 | RECQ1 DNA unwinding, red fluorescence kinetic read | Potency, µM (highest dose often 57.3 µM), without a hit: at the top dose activity, negative = inhibition, usual class: inhibitors | hit rate 0.54% among 240,000;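 note: plate controls were vehicle for no effect and no enzyme for full effect; nearly all actives have a fitted effect of over 30% in size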
Target sequence (P46063 whole entry, looked up): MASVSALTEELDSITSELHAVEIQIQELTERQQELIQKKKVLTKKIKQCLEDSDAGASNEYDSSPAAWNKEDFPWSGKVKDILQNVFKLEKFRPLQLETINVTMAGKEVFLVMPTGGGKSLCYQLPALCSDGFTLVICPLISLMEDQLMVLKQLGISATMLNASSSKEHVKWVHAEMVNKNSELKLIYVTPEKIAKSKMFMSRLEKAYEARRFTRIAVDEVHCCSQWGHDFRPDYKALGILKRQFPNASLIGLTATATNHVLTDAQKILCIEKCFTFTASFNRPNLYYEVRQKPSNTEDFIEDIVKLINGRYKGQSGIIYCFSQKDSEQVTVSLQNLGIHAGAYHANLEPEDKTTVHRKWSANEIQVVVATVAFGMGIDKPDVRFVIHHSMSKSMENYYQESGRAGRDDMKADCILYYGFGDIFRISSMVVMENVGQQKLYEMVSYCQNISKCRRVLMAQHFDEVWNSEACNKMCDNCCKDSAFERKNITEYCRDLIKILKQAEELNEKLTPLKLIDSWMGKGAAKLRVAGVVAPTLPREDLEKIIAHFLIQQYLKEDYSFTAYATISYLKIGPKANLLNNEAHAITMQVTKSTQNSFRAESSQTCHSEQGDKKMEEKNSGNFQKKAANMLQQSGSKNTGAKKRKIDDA
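50 nM RECQ1T1 preincubated 15 min with compound in Tris pH 8.0 buffer with MgCl2, DTT, Tween-20 and 2.5 ug/ml poly(dI-dC); started with 200 nM TAMRA/BHQ-2 forked duplex and 2 mM ATP. Unwinding read as fluorescence (525/598 nm), two reads 2 h apart.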
TexasRed fluor: counter-screen for TRb-SRC2 inhibitors: fluorescence interference | hit rate 0.29% among 280,000 | AID 1479 | TRb/SRC2 Texas Red total fluorescence interference | Potency, µM (top dose mostly 106 µM), for inactives: at the highest dose fluorescence change, negative = quenching; active = well fitted curve in either direction with a large enough effect; inconclusive = small, poorly fitted or top-dose-only effect; note: % is set by controls: 0 for no effect and ±100 for the full control effect
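Flags fluorescent or light-absorbing compounds by total fluorescence, S + 2P, at 555 nm excitation and 632 nm emission. Mixture: 20 nM Texas Red SRC2 peptide, 0.6 uM human TRb LBD, 1 uM T3, 5% DMSO; compound exposure 5 h at ambient temperature.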
Numbers without * were called inactive; i = inactive; ? = inconclusive; . = no result given; & = joins results of further samples; [ ] = another dose, or the depositor's remark. Unless noted, calls come from the whole dose curve; as a rule, active = well fitted curve in the direction sought with a large enough effect; inconclusive = small, poorly fitted or top-dose-only effect, or another doubt; inactive = no such curve, though single readings can be large; an effect the other way counts as inactive or inconclusive. Potency is the fitted concentration of half-maximal effect. Not all compounds are listed; count on the stated rates, not on these rows.

SMILES	Tau fluor counter	Tau FP inhib	TRb-SRC2 inh	L3MBTL1 block	Tau ThT inhib	HTT cytoprotect	RECQ1 inh	TexasRed fluor
Cc1nnc(NC(=O)c2ccc(C)c(S(=O)(=O)N3CCOCC3)c2)s1	3%	3%	-10%	.	2%	2%	13%	0%
Cc1ccc(C)c(OCCCCn2ccnc2)c1	-5%	4%	-2%	.	-7%	24%	i	0%
CCOC(=O)c1c(-c2ccccc2)csc1NC(=O)CSc1nncs1	-28%	3%	-2%	0%	-8%	8%[1.9 µM]	-13%	1%
CCCCC(=O)N/N=C(\C)c1cccc(NC(=O)C2CC2)c1	-7%	2%	-2%	-1%	-8%	.	-13%	1%
Nc1nc(-c2ccc(F)cc2)cc(C(F)(F)F)n1	2%	4%	0%	.	-4%	4%	i	2%
CCCCCCCCCCCCCCCCOCC(CO)OC (centres undefined)	-4%&0%	-5%&3%	-6%&1%	.	-6%&-11%	-5%&-3%	-6%&-2%	-1%&-1%
COC(=O)c1cccc(S(=O)(=O)N2CCC(c3nc4ccccc4o3)CC2)c1	-4%	-15%	-6%	-9%	-3%	?	-3%	-4%
Cn1cccc1C(=O)NC(=O)COC(=O)Cc1coc2ccc3ccccc3c12	?	7%	-18%	-16%	?	-20%	-3%	0%
CCS(=O)(=O)N1Cc2ccccc2CC1C(=O)Nc1cccc(C)c1 (centres undefined)	-13%	3%	-5%	-2%	-2%	-9%[10 µM]	-6%	-1%
CC(C)Oc1ccc(CNC(=O)Cc2ccc(NC(=O)N3CCSc4ncccc43)cc2)cc1	-3%	0%	-8%	.	7%	.	.	0%
COC(=O)c1ccccc1N1C(=O)C2C(C1=O)[C@H]1C=C[C@@H]2C1 (some centres undefined)	-9%	-2%	3%	.	-7%	-2%[0.074 µM]	15%	0%
Cc1cc(=O)oc2cc(NS(=O)(=O)c3ccccc3)ccc12	-2%	-1%	4%	3%	-5%	-4%[10 µM]	-1%	-2%
O=C1CN(C(=O)COC(=O)c2ccccc2NC(=O)c2ccco2)c2ccccc2N1	2%	2%	7%	1%[11.4 µM]	3%	-11%[10 µM]	-16%	0%
CN(C)CCCN(C(=O)c1ccco1)c1nc2ccc(Br)cc2s1	-15%	-8%	-1%	.	6%	6%	-1%	-1%
O=C(CSc1nc2ccc([N+](=O)[O-])cc2[nH]1)NC1CCCCCC1	?	-4%	-5%	4%	-13%	26%[10 µM]	0%	-1%
CCC(=O)N(Cc1ccco1)c1nc(-c2cc(OC)ccc2OC)cs1	-11%	-4%	0%	?	-2%	1%[10 µM]	-4%	-1%
COc1ccc(CNC(=O)C2CCCN(S(=O)(=O)N(C)c3ccc(F)cc3)C2)cc1OC (centres undefined)	-7%	-2%	0%	.	6%	.	.	-2%
CCNc1nc(NCC)nc(N(C)N)n1	8%	-3%	-4%	?	7%	1%	-8%	2%
Cc1nc2oc3ccc(F)cc3c(=O)c2cc1C(=O)NC(C)(C)C	5%	-3%	2%	9%	7%	-23%	i	0%
Cc1ccc(C(=O)c2oc3ccccc3c2NC(=O)COc2ccc(C(C)(C)C)cc2)cc1	-26%	?	1%	.	-15%	.	.	4%
CCOC(=O)C(=O)Nc1ncc(Cl)s1	6%	1%	0%	15%	4%	1%[10 µM]	i	0%
O=C(c1ccco1)N1CCCN(Cc2nc(-c3ccc4c(c3)OCO4)no2)CC1	-9%	11%	3%	-5%	-11%	18%[10 µM]	i	-2%
CCOC(=O)CCCNC(=O)c1cncc(Br)c1	-1%	0%	-3%	-6%	-9%	-16%	i	-1%
Cc1ccc(Nc2nc(N)nc(CN3CCN(Cc4ccc5c(c4)OCO5)CC3)n2)cc1	1%	1%	-12%	-8%	-11%	14%[10 µM]	-8%	2%
CC(=O)N1CC(=O)N=C1SCC(=O)Nc1nc(C)c(-c2ccccc2)s1	-19%	?	-7%	.	?	-44%[inhibitor]	-12%	-8%
Cc1nc(NC(=O)CSc2ccc(-c3nc4ccccc4[nH]3)cn2)sc1C	-22%	?	-2%	8%	?	-15%[10 µM]	-3%	1%
CCOC(=O)Cc1csc(SCc2cc(=O)oc3cc(O)ccc23)n1	-8%	4%	12%	-13%	-4%	-5%[10 µM]	-10%	2%
Cc1ccccc1NC(=S)N1CCCN(Cc2ccc(F)cc2)C1	-12%	-2%	9%	.	0%	-65%[inhibitor]	2%	2%
Cc1ccccc1OCC(=O)N/N=C/c1ccc([N+](=O)[O-])o1	-15%	8%	3%	-11%	-17%	-6%[10 µM]	-7%	-2%
CN(C)c1ccc(NC(=O)/C=C/c2ccccc2Cl)cc1	?	17%	-19%	-14%	?	-1%[10 µM]	-15%	-2%
CCOC(=O)c1c(C)[nH]c(C(=O)N2CCCC(C(=O)c3cccc(OC)c3)C2)c1C (centres undefined)	-16%	?	-1%	-14%	-14%	15%[10 µM]	-14%	-4%
CCSc1nnc2c(n1)OC(C)(C)Nc1ccccc1-2	-1%	4%	-14%	-1%	-10%	9%	-1%	0%
Nc1c(C(=O)O)cnn1-c1ccccc1	2%	1%	-2%	-7%	3%	-37%[inhibitor]	-8%	-2%
O=C(Nc1ccc2c(c1)OCCO2)C1CCN(c2nnnn2-c2ccccc2)CC1	-7%	-1%	-8%	-3%	-7%	-36%	-16%	-1%
COc1ccccc1NC(=O)CSc1nc(-c2ccc(C)cc2)nc2c1Cc1c(CO)cnc(C)c1O2	-3%	-4%	4%	.	-4%	.	.	0%
CCNC(=O)COC(=O)/C=C/c1ccccc1[N+](=O)[O-]	-10%	-5%	-1%	.	-2%	17%	i	-5%
Cn1c(=O)c2c(nc(NCc3ccco3)n2C/C=C/c2ccccc2)n(C)c1=O	-17%	?	-11%	-6%	-5%	?	-2%	-2%
Cc1ccc(S(=O)(=O)NCC(=O)N2CCN(c3ccccc3F)CC2)cc1	5%	15%	4%	4%	3%	.	-16%	-1%
CC(C1CC2CCC1C2)N1CC(O)=C(c2nc3ccccc3[nH]2)C1=N (centres undefined)	-21%	5%	2%	-13%	?	-4%[10 µM]	-11%	-2%
CCOc1ccc(NC(=O)c2sc(N3CCOCC3)nc2-c2ccccc2)cc1	-12%	-3%	13%	-1%	-14%	32%[10 µM]	-4%	-1%
CC(=O)Nc1cccc2c1C(=O)N(c1ccc(C)cc1)C2=O	-4%	2%	0%	9%	-11%	17%[10 µM]	-1%	0%
Cc1ccc(N(CC(C)C)S(=O)(=O)c2nnc(NC(=O)c3cccs3)s2)cc1	-14%	-9%	-1%	.	-2%	.	.	-10%
CC1=CC(C)(C)Nc2ccc(OC(=O)CCN3C(=O)c4ccccc4C3=O)cc21	?	?	-4%	-8%	?	22%[1.9 µM]	-7%	5%
COc1ccc(C(=O)Nc2cccc(C(=O)NCc3ccccc3)c2)cc1	-19%	-9%	-2%	5%	-2%	0%[10 µM]	i	-3%
O=C(NN1C(=O)c2ccccc2NC1c1ccc([N+](=O)[O-])o1)c1ccc([N+](=O)[O-])cc1 (centres undefined)	?	?	-1%	.	3.2µM*	20%	18%	-1%
COc1ccc(CCNC2=NCC(C)S2)cc1 (centres undefined)	3%	5%	4%	1%	6%	-11%	1%	-1%
CCn1c(=O)c(=O)[nH]c2cc(C(=O)NCC3CCCCC3)ccc21	2%	4%	11%	3%	-6%	.	-2%	?
CC1(NC(=O)NCc2ccco2)CCS(=O)(=O)C1 (centres undefined)	-5%	8%	-9%	-18%	8%	.	2%	-3%
O=C(/C=C/c1ccc([N+](=O)[O-])cc1)NCCSCc1ccco1	-13%	?	0%[53 µM]	-2%	?	0%[10 µM]	-4%	-2%[53 µM]
COc1cccc(NC(=O)c2sc3nc(C)c(C(=O)Nc4ccc(C)cc4C)c(-c4ccccc4Cl)c3c2N)c1	-24%	?	-1%	.	-3%	.	.	-2%
Cc1ccc(C2(C(F)(F)F)NC(=O)N3C(=C2C#N)Nc2ccccc23)cc1 (centres undefined)	-11%	?	4%	.	0%	20%	-3%	-2%
COc1cc(C(=S)N2CCOCC2)cc(OC)c1OC(=O)c1cc([N+](=O)[O-])cc([N+](=O)[O-])c1	?	-4%	2%	-7%	?	-3%	14%	0%
COc1ccc(NC(=O)c2oc3ccc(S(=O)(=O)N4CCOCC4)cc3c2C)c(OC)c1	-6%	1%	-9%	.	-2%	.	.	-2%
CC12CC(c3ccccc3O1)N(C(=O)c1ccco1)C(=S)N2c1ccccc1 (centres undefined)	-14%	8%	-5%	.	-11%	11%[10 µM]	-11%	4%
COc1ccc(CNn2c(-c3cccs3)nc3ccccc3c2=O)cc1OC	?	-5%	-4%	.	?	-182%[inhibitor]	-2%	-1%
CCCNC(=O)CN1C(=O)NC(CCSC)C1=O (centres undefined)	-7%	-12%	0%	8%	-3%	9%[10 µM]	-8%	-1%
Cc1ccc(Nc2n[nH]c(C)c2[N+](=O)[O-])cc1	-18%	-2%	2%	-14%	?	29%[1.9 µM]	0%	-18%
Cn1c(=O)c(Nc2ccc(Cl)cc2)c2c3c(cccc31)C(=O)c1ccccc1-2	?	2%	-6%	.	?	-17%	28µM*	3%
O=C(CCc1nnc(C2CCCCC2)o1)N1CCN(Cc2ccccc2)CC1	3%[2.34 µM]	-9%[2.34 µM]	-1%	3%	-7%	?	i	-6%

Another view of some results above.
| Structure | Tau fluor counter | Tau FP inhib | TRb-SRC2 inh | L3MBTL1 block | Tau ThT inhib | HTT cytoprotect | RECQ1 inh | TexasRed fluor |
| --- | --- | --- | --- | --- | --- | --- | --- | --- |
| CCn1c(=O)c(=O)[nH]c2cc(C(=O)NCC3CCCCC3)ccc21 | 2% | 4% | 11% | 3% | -6% | . | -2% | ? |
| CC1(NC(=O)NCc2ccco2)CCS(=O)(=O)C1 (centres undefined) | -5% | 8% | -9% | -18% | 8% | . | 2% | -3% |
| O=C(/C=C/c1ccc([N+](=O)[O-])cc1)NCCSCc1ccco1 | -13% | ? | 0%[53 µM] | -2% | ? | 0%[10 µM] | -4% | -2%[53 µM] |

Screening data (PubChem)
